ADAM10 inh – ADAM10 inhibition, QFRET primary screen | AID 720582 | 370,000 tested, 0.62% active | recombinant ADAM10, EDANS/DABCYL FRET peptide cleavage, 3 h | inhibition, % at 7 µM | O14672;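 active = inhibition above a per-campaign cutoff equal to the mean of compounds falling between control-based bounds plus 3 SD, cut at about 20% in these data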;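 also: 0% = DMSO wells while the 100% control is not disclosed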
DAX1 inh-1 – DAX1 (NR0B1) inhibition, primary screen | inhibition, % at 6.8 µM | AID 652010 | HEK293T StAR-luciferase reporter, SF-1/DAX-1 repression relief | 370,000 tested, 1.1% active;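 active = inhibition above the mean over all tested compounds plus 3 SD, cut at about 3.6% in these data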;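 also: 0% = DAX-1 cells with DMSO and 100% = cells lacking DAX-1 with DMSO; higher inhibition means more luminescence from relief of DAX-1 repression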
GC-A act – GC-A (human) enzyme activation; 370,000 tested, 0.14% active; activation, % at 10 µM; P16066; HEK293 GC-A cells, cGMP TR-FRET, EC30 ANP; 0% at EC30 ANP, 100% saturating ANP; in the data active = activation above about 40%
HGIII-sPLA2 inh – Blocks human group III sPLA2 activity; QFRET BODIPY PC-A2 liposome hydrolysis, fluorescence; AID 743126; 370,000 tested, 0.56% active; Q9NZ20; inhibition, % at 12.2 µM;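 active = inhibition above mean plus 3 SD of compounds lying within the high and low control bounds, cut at about 19% in these data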;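 also: 0% = median of test compound wells and 100% = no enzyme DMSO wells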
Target sequence (Q9NZ20 whole entry, looked up): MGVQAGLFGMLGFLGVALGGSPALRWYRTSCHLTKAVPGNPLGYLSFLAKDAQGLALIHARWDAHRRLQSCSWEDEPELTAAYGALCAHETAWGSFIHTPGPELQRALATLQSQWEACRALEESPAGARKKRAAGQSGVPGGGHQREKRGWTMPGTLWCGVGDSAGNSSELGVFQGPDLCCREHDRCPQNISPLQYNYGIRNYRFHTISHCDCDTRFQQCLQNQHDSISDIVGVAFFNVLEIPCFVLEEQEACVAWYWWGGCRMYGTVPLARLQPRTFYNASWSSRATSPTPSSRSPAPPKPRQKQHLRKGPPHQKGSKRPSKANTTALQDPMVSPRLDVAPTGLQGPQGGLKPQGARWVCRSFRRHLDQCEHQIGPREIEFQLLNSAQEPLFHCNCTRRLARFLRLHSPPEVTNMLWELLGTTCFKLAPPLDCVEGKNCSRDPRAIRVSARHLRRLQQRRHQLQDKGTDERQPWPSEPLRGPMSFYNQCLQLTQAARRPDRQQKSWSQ
SMARCA2 act – increases SMARCA2 function in MMTV reporter cells; MG213 cells, MMTV-luciferase reporter, dexamethasone, overnight; activation, % at 9.1 µM; 370,000 tested, 1% active; in the data active = activation above about 7.8%;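 also: 0% = vehicle wells and 100% = reference activator wells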
hcDAF12 agonist – H. contortus DAF-12 activation, primary screen. HEK293 hcDAF-12 lit1-tk-luc reporter, luminescence; 0% DMSO, 100% Δ7-dafachronic acid. activation, % at 6.8 µM. 370,000 tested, 1.4% active;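 active = activation above the mean of all tested compounds plus 3 SD, cut at about 5.5% in these data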;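 also: 100% = response to 3 µM Δ7-dafachronic acid high control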
NPR2 activator – GC-B (human) receptor activation; HEK293-GC-B cells, CNP EC30, cGMP TR-FRET; 0% at EC30 CNP, 100% saturating CNP; activation, % at 10 µM; 370,000 tested, 0.11% active;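 active = activation at 10 µM reaching about 35% in either raw or pattern-adjusted values, limit read from the data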
ssDAF-12 act – S. stercoralis DAF-12 activation, primary screen; HEK293 ssDAF-12/GRIP1 lit1-tk-luc reporter, luminescence; % of 3 µM dafachronic acid response; activation, % at 6.8 µM; 370,000 tested, 1% active;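 active = activation above the mean over all tested compounds plus 3 SD, cut at about 0.9% in these data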;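 also: 0% = DMSO-only wells and 100% = 3 µM delta7-dafachronic acid wells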
GAA850 FXN act – frataxin GAA850 promoter activation | 360,000 tested, 0.56% active | activation, % at 6 µM | HEK293 lucGAA850 FXN promoter luciferase reporter, 24 h; percent of 10 µM SAHA response;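 active = activation above the average of all compounds screened plus 3 SD, cutoff fixed separately per campaign, cut at about 7.5% in these data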;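 also: 0% = DMSO wells and 100% = 10 µM SAHA wells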
DAX1 inh-2 – NR0B1 (DAX1) inhibition; P51843; HEK293 Gal4-DAX1 luciferase reporter, luminescence; inhibition, % at 6.75 µM; 340,000 tested, 0.99% active; AID 504766;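 active = inhibition above the mean over all tested compounds plus 3 SD, cut at about 4.2% in these data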;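 also: 0% = DAX1-transfected cells with DMSO and 100% = empty-vector control cells with DMSO; inhibition shows as a rise in luminescence from relieved DAX1 repression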
Target sequence (P51843 207-470 limits assumed): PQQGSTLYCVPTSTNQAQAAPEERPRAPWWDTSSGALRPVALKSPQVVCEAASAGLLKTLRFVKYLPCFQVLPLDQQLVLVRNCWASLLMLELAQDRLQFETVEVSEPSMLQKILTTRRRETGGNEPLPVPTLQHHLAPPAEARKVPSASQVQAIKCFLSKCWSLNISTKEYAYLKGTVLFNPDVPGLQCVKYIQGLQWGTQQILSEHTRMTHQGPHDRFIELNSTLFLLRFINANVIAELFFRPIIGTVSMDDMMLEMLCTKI
hgDAF12 agonist – agonists of H. glycines DAF-12 nuclear receptor | 370,000 tested, 1.8% active | AID 687014 | HEK293 GAL4-hgDAF12 UAS-luciferase reporter, agonist luminescence; normalized to butyrate control | activation, % at 6.8 µM;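 active = activation above a cutoff set at the mean of all screened compounds plus 3 SD, cut at about 10% in these data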;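 also: 0% = DMSO wells and 100% = sodium butyrate wells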
* = called active by the depositor; i = inactive; · = not tested or not shown.

Compound | ADAM10 inh | DAX1 inh-1 | GC-A act | HGIII-sPLA2 inh | SMARCA2 act | hcDAF12 agonist | NPR2 activator | ssDAF-12 act | GAA850 FXN act | DAX1 inh-2 | hgDAF12 agonist
CC(=O)Oc1ccc(N(C(C)=O)S(=O)(=O)c2ccc3ccccc3c2)cc1 | -5 | -0.3 | 9 | -13 | -4 | 1.4 | 1 | -0.9 | 1.1 | -1.3 | -0.8
COc1cc(NC(=O)C2CCN(S(=O)(=O)c3ccc(Cl)cc3)CC2)ccc1-n1cnnn1 | 10 | 1.2 | -6 | -29 | 1 | -2.7 | -5 | -1.8 | 0.0 | -1.3 | -2.8
O=C(NCc1ccccc1Cl)C(=O)NCC1OCCN1S(=O)(=O)c1ccc(F)cc1 (stereo unspecified) | -5 | -2.4 | -1 | -9 | -1 | -2.0 | 2 | -1.2 | 2.8 | -0.4 | -1.2
CCOc1cc2[nH]c(=S)n(CC3CCCN3CC)c(=O)c2cc1OCC (stereo unspecified) | -45 | -0.6 | 2 | 8 | -2 | -1.7 | -2 | -1.2 | -0.1 | -0.7 | -3.4
CC(=O)Nc1ccc(C(=O)N2CCCCC2c2cc(C(=O)NCc3ccccc3)no2)cc1 (stereo unspecified) | -8 | 0.8 | 3 | -3 | 0 | -1.6 | 3 | -0.9 | 0.2 | · | -1.9
O=C(CSC1=NCCS1)Nc1nc(-c2ccccc2)cs1 | 20* | 1.1 | 13 | -15 | 0 | 3.5 | 0 | 0.5 | 0.0 | 0.9 | 5.3
COc1ccc([C@H]2CC(=O)C=C(c3cc(C)ccc3F)C2)cc1 | 4 | -0.7 | 0 | -4 | 1 | -1.4 | 2 | -1.5 | 1.6 | -0.2 | -1.6
Cc1ccc(CSC2=Nc3ccccc3C3=NC(=O)CN23)cc1 | -25 | 0.0 | 5 | 0 | -1 | 0.1 | 1 | -1.6 | 3.4 | 1.0 | 4.3
Cc1cc(N2CCCC2)ccc1/C=C1\NC(=S)N(C)C1=O | 25* | 0.4 | -1 | 7 | 0 | -0.7 | -1 | -0.8 | 0.5 | 0.5 | 4.1
CCOc1ccc(OCC)c(Nc2cc(C)nc3ncnn23)c1 | -4 | 0.5 | 4 | 0 | 1 | -0.1 | 9 | -1.0 | 1.1 | 0.8 | -2.5
CC(C)(C)OC(=O)[C@H](Cc1ccccc1)NC(=O)c1nc[nH]c1C(=O)N1CCNCC1 | -3 | 0.2 | 3 | 1 | 1 | -0.6 | 7 | -0.9 | -0.6 | 0.3 | -0.9
CCOC(=O)N1N=C(c2ccc(OC)cc2)CC1(O)C(F)(F)F (stereo unspecified) | -7 | 4.1* | 5 | 6 | 7 | 7.9* | -2 | 1.8* | 3.2 | 0.7 | 9.2
CCn1c(=Nc2ccc(N3CCOCC3)cc2)ccc2ccccc21 | -1 | 0.3 | 0 | 6 | 2 | -1.9 | -5 | -0.6 | 0.8 | -1.1 | -0.7
Cc1ccc(Sc2cnn(-c3ccccc3)c(=O)c2Cl)cc1 | 1 | -1.0 | -3 | -5 | -1 | 5.4 | -1 | 0.6 | -0.3 | -0.2 | -1.8
CC(=O)CCC(=O)N1CCC(n2nccc2NC(=O)c2ccccc2C)CC1 | -10 | 0.4 | 5 | 5 | -3 | -0.5 | 3 | -1.0 | 2.8 | 0.8 | -1.2
COc1ccc(-c2cc(N3CCCC3)n3ncnc3n2)cc1 | -56 | -0.7 | 6 | -3 | -4 | -4.7 | -1 | -1.7 | 0.7 | -2.3 | -1.1
CCCCN1C(=O)C(CC(=O)NCCCN(C)C)CC(C(=O)N(CC)CC)=C1C (stereo unspecified) | 4 | -0.5 | 3 | -1 | -3 | 0.0 | 7 | -0.1 | -0.7 | 0.6 | 1.3
CS(=O)(=O)N1CCN(c2ccccc2NC(=O)c2cccs2)CC1 | 5 | -0.6 | -4 | -5 | 0 | -1.5 | -2 | -1.9 | 0.4 | 2.7 | -2.1
CCC(C)(C(=O)NC1CCCC1)N(C(=O)c1ccccn1)c1ccccc1 (stereo unspecified) | -11 | -0.3 | -4 | 6 | -2 | -1.9 | 6 | -1.4 | 0.9 | 0.2 | 1.5
CCCCOc1ccc(C(=O)NCC(=O)NCC(c2ccc(F)cc2)N2CCOCC2)cc1 (stereo unspecified) | 0 | 0.0 | 1 | -1 | -2 | -0.8 | -5 | -1.6 | 0.6 | 0.2 | 1.0
OCC1(Cc2ccc(Cl)cc2)CCN(Cc2ccc3nsnc3c2)CC1 | 1 | -0.5 | -4 | -9 | 0 | 0.0 | 1 | -0.3 | 1.3 | -0.5 | 0.4
COc1ccccc1C(CNC(=O)c1cccc(S(=O)(=O)N2CCCc3ccccc32)c1)N(C)C (stereo unspecified) | -5 | 1.7 | -6 | -11 | 5 | 0.6 | -4 | -0.1 | -2.8 | 0.3 | -0.2
COc1ccc(Cl)cc1NC(=S)NCCO | -8 | -0.9 | 0 | 8 | -2 | -0.8 | 2 | -1.5 | 1.5 | 3.4 | 1.5
COc1cc(/C=N/NC(=O)c2cc(-c3ccc4c(c3)OCO4)n[nH]2)ccc1O | 8 | 0.4 | 15 | 2 | 3 | 1.0 | 17 | -1.7 | 3.3 | -2.2 | 6.0
Cn1c(=O)c2c(nc(CN3CCOCC3)n2Cc2ccccc2)n(C)c1=O | 0 | 0.7 | -1 | 7 | -1 | -1.9 | -1 | -0.7 | -0.2 | 0.0 | 0.9
S=C(NCCCc1ccccc1)Nc1ccc(Br)cc1 | 14 | -0.9 | 5 | -9 | -2 | 3.5 | 3 | -1.1 | -0.3 | -0.2 | 0.6
CC(C)c1ccc2[nH]c3nc(SCC(=O)NC4CC4)nnc3c2c1 | -29 | 0.3 | 6 | -10 | -2 | -1.0 | -3 | -1.1 | 4.0 | 0.0 | 1.7
Cc1nc(N)sc1N=Nc1c(C)n(C)n(-c2ccccc2)c1=O | 3 | 0.0 | -13 | 10 | -5 | 0.6 | -5 | -1.2 | 2.0 | 0.8 | -2.8
CCOC(=O)c1c(-c2ccccc2)oc2ccc(OCC(O)CN(C)C)cc12 (stereo unspecified) | i | 0.2 | -5 | -9 | -4 | 1.2 | -9 | -1.1 | -2.3 | -1.0 | 2.1
Cc1ccccc1C(=O)N1CCN(c2ccc(N3CCOCC3)nn2)CC1 | i | 1.1 | 4 | 5 | -3 | 2.2 | 6 | -0.9 | 0.0 | -0.8 | -3.8
Cc1cccc(OCC(=O)OC(C)C(=O)Nc2ccc(Cl)cn2)c1 (stereo unspecified) | -6 | 1.2 | 5 | -1 | -3 | 0.5 | -5 | -1.1 | -0.2 | 3.9 | 2.8
NCCCn1c(C(=O)c2cc(Cl)c(N)c(Cl)c2)c2ccccc2[n+]1[O-] | -58 | 0.5 | -8 | 10 | 2 | 4.4 | -2 | 0.1 | 1.3 | 1.1 | 0.2
COc1cc(-c2cc3nc(NCc4cccs4)ccn3n2)cc(OC)c1OC | -74 | -0.8 | 3 | -11 | -1 | -3.2 | 1 | -2.0 | -2.3 | · | -2.8
O=c1[nH]c(SCCOc2ccccc2)nc2ccccc12 | -4 | 0.6 | 7 | -8 | 0 | -1.6 | -4 | -2.2 | 3.2 | 2.5 | 2.5
CCOc1ccc(NC(=O)CSc2nnc(Cc3cccn3C)n2-c2ccc(F)cc2)cc1 | 0 | -1.7 | 2 | -32 | 3 | -3.1 | 0 | -1.3 | -1.3 | 0.5 | -1.8
CC(C#CCN1CCCCC1)OCCOCc1ccccc1 (stereo unspecified) | -6 | 0.0 | -1 | 5 | 0 | -1.9 | 1 | -0.5 | -2.0 | 0.1 | -0.8
COc1ccc(C(=O)N2CCN(C(C)=O)CC2)cc1S(=O)(=O)NCc1ccc(Cl)cc1 | -3 | -0.6 | 0 | -3 | -1 | 0.5 | 0 | -0.9 | -0.4 | 2.4 | -1.8
Cc1ccc(OCC(=O)NCCO)c(Br)c1 | 4 | 0.8 | 3 | -4 | 6 | -0.3 | 2 | -2.0 | 2.5 | -0.1 | -0.2
CCOC(=O)N1CCC(NC(=O)C2CCN(S(=O)(=O)N3CCCC3)CC2)CC1 | 3 | 0.3 | 3 | 6 | 1 | 0.7 | 4 | -1.5 | 0.7 | -1.3 | -0.9
Cc1cc(OCCCCCNCCO)cc(C)c1Cl | 6 | -0.3 | 1 | -1 | -2 | -1.3 | -3 | -1.4 | 1.8 | 1.1 | -1.4
COc1ccc(NC(=O)c2cccs2)c([N+](=O)[O-])c1 | -11 | 0.6 | 4 | 7 | 4 | 2.8 | -8 | -0.9 | 6.5 | 0.6 | 7.8
O=C(Nc1ccc(Cl)cn1)c1ccc([N+](=O)[O-])o1 | 6 | -2.4 | 3 | 3 | 11* | -2.0 | -6 | -1.5 | 4.1 | -1.6 | -3.9
CCOC(=O)CSc1nnc(Cn2nnc3ccccc32)n1-c1ccc(F)cc1 | 1 | -0.2 | 2 | 1 | 3 | 0.1 | -5 | -0.8 | 1.9 | · | -0.4
CC(C)c1ccc(NC(=O)C2CCN(S(C)(=O)=O)CC2)cc1 | -6 | -0.1 | 0 | -6 | 1 | -0.6 | 4 | -0.9 | 2.7 | 0.1 | 0.6
CC12CN(C(=S)Nc3ccccc3)CC(C)(CN(C(=S)Nc3ccccc3)C1)C2=O | 5 | 0.1 | -4 | 1 | -3 | 1.5 | -6 | -0.7 | 5.4 | -0.1 | -0.3
Cc1cc(Nc2ccc(OC(F)F)cc2)cc(=O)n1-c1ccc(OC(F)F)cc1 | -6 | -2.1 | 4 | -15 | -3 | -2.1 | 3 | -1.5 | · | · | -1.6
Cc1cc(C)n(/N=C/c2ccco2)c(=O)c1C#N | -8 | 0.1 | 3 | 7 | -4 | 1.8 | -1 | -1.9 | 3.0 | 0.0 | 4.0
N#CC1(Nc2ccc(-c3ccc(NC4(C#N)CCCC4)cc3)cc2)CCCC1 | 22* | 2.3 | -10 | -4 | -3 | -0.8 | -6 | -1.1 | -2.7 | 1.4 | -1.4
COc1ccccc1-c1nnc(SCC(=O)Nc2ccc3[nH]c(=O)[nH]c3c2)n1N | -9 | 1.8 | 1 | 4 | 0 | -0.8 | 1 | -0.5 | -1.4 | -1.0 | 4.8
Cc1cc(C)c(S(=O)(=O)N2CCCC(C(=O)N3CCOCC3)C2)c(C)c1 (stereo unspecified) | 4 | 0.3 | 1 | -2 | 0 | 4.9 | 2 | -1.2 | -0.1 | 0.1 | -2.8
COc1ccc(-c2csc(Cc3nnc4n3CCCCC4)n2)cc1 | 5 | 0.8 | -1 | -5 | 0 | -1.9 | -1 | -0.9 | 0.8 | -0.4 | -2.1
COC(=O)C(=C/C(C)=C/c1cccnc1)C(=O)OC | 5 | -0.4 | -2 | 4 | 0 | -1.8 | 0 | -1.0 | -3.6 | -1.6 | 1.6
